Screens (PubChem)
PMI act hi M6P – increases human PMI activity with near-saturating mannose 6-phosphate. hit rate 0.34% among 190,000. coupled PMI enzyme assay, resazurin fluorescence, 20 min; active compounds read high; 1 = untreated enzyme, 0 = substrate-free blank. activation factor at 20 µM;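 active = activation factor of 2 or more at 20 µM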
Target sequence (P34949 whole entry, looked up): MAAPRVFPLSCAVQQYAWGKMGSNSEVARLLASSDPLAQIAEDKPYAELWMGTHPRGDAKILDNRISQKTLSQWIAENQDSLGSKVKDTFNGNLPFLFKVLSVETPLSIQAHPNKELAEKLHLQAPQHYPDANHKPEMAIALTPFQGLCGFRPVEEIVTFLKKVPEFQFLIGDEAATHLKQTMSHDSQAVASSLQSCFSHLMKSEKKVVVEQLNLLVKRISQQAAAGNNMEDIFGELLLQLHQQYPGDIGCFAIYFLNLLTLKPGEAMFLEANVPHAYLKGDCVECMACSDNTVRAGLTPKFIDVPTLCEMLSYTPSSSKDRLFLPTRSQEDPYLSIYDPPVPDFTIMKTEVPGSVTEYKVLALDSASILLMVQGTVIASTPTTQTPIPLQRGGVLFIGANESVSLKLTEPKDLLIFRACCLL
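Test system: human phosphomannose isomerase with PGI, G6PDH, diaphorase coupling enzymes / Doses: 20 µM compound, 1% DMSO / Times: enzyme reaction with compound 20 min at room temperature / Measured by: Diaphorase-driven resazurin-to-resorufin fluorescence, excitation 544, emission 590 nm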
S1P3 antag – S1P3 (human) receptor antagonism. AID 485. CHO S1P3 NFAT-BLA reporter, FRET fluorescence, antagonist mode. hit rate 0.27% among 170,000. inhibition, % at 4.98 µM;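 active = inhibition above the plate cutoff, the mean inhibition of test wells on that plate plus 3 SD, cut at about 28% in these data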;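 also: cells challenged with S1P at its EC80 of 0.8 µM; blue over green emission ratio from cleaved BLA substrate after 4 h stimulation; 0% = S1P-stimulated wells and 100% = unstimulated DMSO-only wells; some compounds past the cut are filed as inactive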
Target sequence (Q99500 whole entry, looked up): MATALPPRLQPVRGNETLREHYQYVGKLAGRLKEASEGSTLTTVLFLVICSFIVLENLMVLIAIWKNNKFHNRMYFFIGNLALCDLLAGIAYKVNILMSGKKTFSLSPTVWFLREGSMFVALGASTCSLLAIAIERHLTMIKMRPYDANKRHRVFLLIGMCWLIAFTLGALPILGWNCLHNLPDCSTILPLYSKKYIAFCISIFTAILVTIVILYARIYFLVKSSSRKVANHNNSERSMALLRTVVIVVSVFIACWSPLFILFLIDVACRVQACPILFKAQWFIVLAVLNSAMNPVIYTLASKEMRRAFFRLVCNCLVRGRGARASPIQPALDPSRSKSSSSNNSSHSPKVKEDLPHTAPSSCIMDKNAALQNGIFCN
Diaph act CS – activates diaphorase or chemically reduces, flagging diaphorase assay artifacts | Diaphorase/resazurin coupled assay, resorufin fluorescence, 16 min; active compounds read high; 1 = vehicle wells, 0 = NADH-free wells | hit rate 0.005% among 190,000 | AID 1229 | activation factor at 20 µM;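 active = diaphorase activity raised at least twofold by the compound at 20 µM; inactive = activation factor below 2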
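Material: purified diaphorase enzyme from Clostridium kluyveri; Also added: 0.114 mM NADH and 0.1 mM resazurin, final amounts; Doses: single compound dose of 20 µM, 1% DMSO final; Times: 16 min enzyme reaction, ambient temperature; Detection: resorufin fluorescence, excitation 544 nm, emission 590 nm; Measure: increased resorufin signal from activators or reducing compounds.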
G6PDH CS – counter-screen for G6PDH assay hits: L. mesenteroides G6PDH inhibition. inhibition, % at 5 µM. hit rate 0.12% among 200,000. Purified L. mesenteroides G6PDH, diaphorase/resazurin coupled fluorescence, 45 min
DTT redox prof – compounds producing H2O2 with reducing agent – biochemical, NIH compound library profiling, artefact control for MLSCN library redox annotation, primary screen | activation, % at 10 µM | AID 878 | hit rate 0.03% among 200,000 | DTT-dependent redox cycling H2O2, phenol red/HRP absorbance; 100% = 100 µM peroxide control, 0% = buffer;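 active = activation of at least 50% relative to the plate's high and low controls in the primary single-dose screen; inactive = activation below 50%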;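 also: compound incubated with DTT at 0.8 mM final as the reducing agent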
L major viab – inhibitors of Leishmania major promastigote growth; Leishmania major promastigotes, resazurin fluorescence viability; hit rate 9% among 200,000; AID 1063; inhibition, % at 10 µM;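 also: promastigotes grown with compound for 44 hours at 28 °C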
RAM inhibit – blocks the yeast RAM network; hit rate 1.8% among 190,000; AID 868; S. cerevisiae dse1pr::URA3 reporter, 5-FOA growth OD615, 2 d; analog-sensitive cbk1-as2 kinase mutant strain; inhibition, % at 50 µM;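 active = inhibition above a set limit, 3 SD over mean compound inhibition, cut at about 8.4% in these data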;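 also: 0% = DMSO-only wells with no growth and 100% = 10 µM 1-NA-PP1 full growth; inhibition rescues growth on 5-FOA so higher OD means more RAM inhibition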
PMI act – activators of human phosphomannose isomerase. purified human PMI, coupled resazurin fluorescence, 20 min; active compounds read high; 1 = vehicle control, 0 substrate-free wells. activation factor at 20 µM. P34949. hit rate 0.005% among 190,000;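 active = activation factor of 2 or more at 20 µM, relative to plate controls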
TLR4 MyD88 comp – inhibitors of human TLR4-MyD88 binding. O00206+Q99836. HeLa CL3-4 TLR4/MyD88 BLA complementation, FRET ratio. hit rate 0.18% among 200,000. inhibition, % at 8.4 µM; in the data active = inhibition above about 25%;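 also: 0% = vehicle and 100% = reference inhibitor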
Diaph inh CS – diaphorase inhibition or chemical oxidation counter-screen; hit rate 0.69% among 190,000; diaphorase resazurin-to-resorufin fluorescence, NADH, 16 min; bacterial (C. kluyveri) enzyme, not human; inhibition, % at 20 µM;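 active = primary screen inhibition at 20 µM above a set limit, cut at about 50% in these data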;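 also: plate controls were DMSO with full reaction for no effect and wells lacking NADH for full effect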
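Detection: fluorescence of resorufin formed from resazurin, Ex 544/Em 590 nm; test system: Clostridium kluyveri diaphorase enzyme; amount: 0.14 U/mL diaphorase, enzyme working solution; times: 16-min room-temperature incubation before reading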
Hsp70 act – transcriptional activators of Hsp70; AID 1203; activation, % at 10 µM; HeLa Hsp70 promoter luciferase reporter, luminescence; scaled: vehicle 0, proteasome-inhibitor control 100%; hit rate 0.04% among 200,000;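 active = activation above the mean across all tested compounds plus 3 SD, cutoff set per campaign, cut at about 5.5% in these data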;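 also: 100% = MG132 at 30 µM as the positive control and 0% = DMSO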
The depositor's hits bear a star; / = no result given. Rule as the data show it, unless noted: active = inhibition above about 50%; inactive = the rest.

SMILES	PMI act hi M6P	S1P3 antag	Diaph act CS	G6PDH CS	DTT redox prof	L major viab	RAM inhibit	PMI act	TLR4 MyD88 comp	Diaph inh CS	Hsp70 act
CC(=O)c1ccc(S(=O)(=O)Nc2ccc(-c3ccc4nnc(C)n4n3)cc2)cc1	1	-22	0.9	-5	-0.5	-7	5.2	1	14	7	0.1
Cc1cc(C)c2c(N)c3ccccc3nc2n1	0.8	/	0.9	1	-0.6	101*	2.7	0.9	-10	9	0.4
O=C(Nc1cc(C(=O)N2CCCC2)ccc1N1CCCC1)c1ccccc1	1.3	-33	0.9	15	3.5	-4	1.6	1	-7	9	-0.1
CCC(C)Nc1nc2c(c(=O)n(C)c(=O)n2C)n1Cc1ccc(F)cc1 (stereo unspecified)	1.1	9	0.9	-2	0.8	0	-1.3	1	1	9	-0.2
COc1cc(C(=O)NCC(=O)OCCN2C(=O)c3ccccc3C2=O)cc(OC)c1OC	1	-19	0.9	3	-0.1	7	0.7	1	3	6	0.2
CCSC1=C(C#N)C(c2cccc(O)c2)CC(=O)N1 (stereo unspecified)	0.8	13	0.8	1	-1.3	-8	0.9	1	-19	23	-0.2
CCOc1ccc(NC(=O)C2CCN(c3nnnn3-c3ccccc3)CC2)cc1	1.1	/	1	-7	0.3	-1	4.5	1.1	1	4	-0.4
CCCN1CCC(N(C)CCc2ccc(OC)c(OC)c2)CC1	1.1	-4	1	4	-0.5	24	1.0	1.1	-1	2	0.3
COc1cc(C(=O)Nc2ccc(S(=O)(=O)N3CCCCC3C)cc2)cc(OC)c1OC (stereo unspecified)	0.8	8	0.8	0	-1.0	20	0.1	0.9	3	20	-0.3
Cc1nnc(SCC(=O)Nc2ccc3c(c2)COC3=O)n1-c1ccccc1	1	-8	0.9	5	-0.2	-4	0.3	1	-14	12	-0.1
COC(=O)c1sc(NC(=O)c2ccc(C)o2)nc1C	0.9	-3	0.9	13	-0.4	-8	2.0	0.9	2	13	0.0
CCCCCCCCNC(=O)c1cnsn1	1	-3	0.9	-1	-0.5	-7	-1.2	1	-20	10	0.1
CC(=O)Nc1c(O)nc(SCC(=O)Nc2c(C)cccc2C)[nH]c1=O	1	/	0.9	-2	0.6	-2	1.6	1	1	9	0.2
Cc1noc(C)c1COC(=O)/C=C/c1ccccc1Cl	0.9	3	0.8	2	-0.9	-6	0.8	1	-12	15	-0.2
O=C(c1cc(-c2ccco2)on1)N1CCCc2ccccc21	0.8	2	0.8	5	-2.6	-3	2.6	0.7	-4	22	0.1
O=C(Nc1ccccc1N1CCN(c2ccccc2)CC1)C1CCCCC1	1.1	32	0.9	9	/	/	/	1	/	8	/
CCOc1cc2[nH]c(=S)n(CCCCC(=O)NCc3ccco3)c(=O)c2cc1OCC	1	/	1	-14	-0.8	-3	6.1	0.9	-8	-1	0.0
CCCN1CCN(C(=O)Nc2ccc(OCC)cc2)CC1	1	-21	0.8	10	0.4	-4	0.6	1	-5	17	0.2
N=C1S/C(=C\c2ccco2)C(=O)N1c1nccs1	1.1	-24	0.6	1	-0.8	90*	3.8	1.4	-2	36	0.2
CC1CN(C(c2cccs2)c2sc3ncnn3c2O)CC(C)O1 (stereo unspecified)	1.1	-22	1	4	-3.0	-2	-0.1	1.1	6	0	-0.3

Copied from above for reference:
SMILES	PMI act hi M6P	S1P3 antag	Diaph act CS	G6PDH CS	DTT redox prof	L major viab	RAM inhibit	PMI act	TLR4 MyD88 comp	Diaph inh CS	Hsp70 act
N=C1S/C(=C\c2ccco2)C(=O)N1c1nccs1	1.1	-24	0.6	1	-0.8	90*	3.8	1.4	-2	36	0.2
CC1CN(C(c2cccs2)c2sc3ncnn3c2O)CC(C)O1 (stereo unspecified)	1.1	-22	1	4	-3.0	-2	-0.1	1.1	6	0	-0.3

(continued)
SMILES	PMI act hi M6P	S1P3 antag	Diaph act CS	G6PDH CS	DTT redox prof	L major viab	RAM inhibit	PMI act	TLR4 MyD88 comp	Diaph inh CS	Hsp70 act
Cn1ccc(NC(=O)Nc2cccc(C(F)(F)F)c2)n1	1	-11	0.8	1	-0.8	12	0.1	0.9	1	16	-0.4
CCOc1ncccc1C(=O)N=C1SCCN1C(=O)c1cccnc1OCC	0.8	-15	0.8	-6	-1.6	3	1.7	0.9	-4	16	1.7
CCOC(=O)c1ccc(N2CN(C3CCCCC3)CNC2=S)cc1	1	-17	0.9	0	-0.2	9	1.4	1	-8	8	0.1
O=C(c1cc2nc(-c3ccccc3)cc(-c3ccccc3)n2n1)N1CCCC1	1	-7	0.8	2	0.2	42	0.4	1	-4	17	0.1
O=C(c1ccc(Cn2cc(Br)cn2)cc1)N1N=C(C(F)F)CC1(O)C(F)F (stereo unspecified)	1	5	0.9	6	-0.4	-2	0.5	0.9	-1	8	-0.5
Cc1ccccc1OCC(=O)N/N=C/c1ccc(Sc2nc3ccccc3s2)o1	0.9	/	0.6	-8	0.0	7	3.2	0.9	7	36	-0.4
CC1(C)C2CCC1(CS(=O)(=O)N1CCOCC1)C(=O)C2 (stereo unspecified)	1	/	0.9	0	0.0	-7	0.0	0.9	1	10	-0.1
COc1ccc(CNC(=O)CN(Cc2ccc(OC)cc2)C(=O)c2csnn2)cc1	1	1	1	5	-0.3	-1	-0.5	0.9	3	4	0.0
Cc1ccc(C)c(N2CCN(C(=O)Cn3cccc3)CC2)c1	1.1	-13	1	-4	1.2	1	1.6	1.1	-9	2	-0.4
COC(=O)C(C)Oc1ccc(Oc2nc(Cl)ccc2Cl)cc1 (stereo unspecified)	1	7	0.9	2	-2.3	-8	2.2	1	-6	9	-0.3
O=C(c1cc2ccccc2oc1=O)N(Cc1cccs1)C1CCS(=O)(=O)C1 (stereo unspecified)	0.9	1	0.8	-4	0.7	-10	-0.1	0.9	-3	19	0.2
COc1ccc(Cn2nnnc2CN2CCC(O)(c3ccccc3F)CC2)cc1	1.1	18	1.1	12	-0.4	-5	2.9	1	3	-10	-0.4
CCC1CCCCN1CC(O)Cn1c2ccccc2n2c(=O)cc(C)c(C#N)c12 (stereo unspecified)	1	-26	0.9	-17	-0.7	81*	0.8	0.9	-7	10	-0.2
CNC(=O)c1cn(-c2ccccc2)c(=O)c2ccccc12	1	/	0.9	0	2.7	-6	0.4	1	5	7	0.5
Cc1ccc2c(c1)[nH]c1c(=O)n(Cc3ccccn3)cnc12	1	2	0.9	2	-0.2	12	2.6	0.9	-11	7	0.3
Cc1ccc(OC(=O)C(C)c2cccc(C(=O)c3ccccc3)c2)cc1 (stereo unspecified)	0.9	/	0.9	-3	-6.1	3	-0.4	0.9	2	12	-0.3
O=C(Cc1cc(=O)[nH]c(=O)[nH]1)NCCN1CCOCC1	1	-9	1	-7	-3.6	-9	0.6	1.1	-3	1	-0.2
COc1ccc(C(=O)Nc2nc(N)n(-c3ccccc3)n2)cc1OC	0.9	/	0.9	9	-0.6	-1	-0.5	0.9	-4	13	-0.3
CCCOC1(NC(=O)c2ccccc2)C(C)=CC(=O)C=C1C	0.4	-1	0.8	22	-5.5	10	0.5	0.8	-3	24	-0.2
CCOC(=O)C1=C(O)/C(=C/c2cc(OC)c(O)c(OC)c2)SC1=Nc1ccc(OC)cc1	0.8	-3	0.8	4	-0.3	35	16*	0.8	12	22	0.0
COc1ccccc1C(=O)Oc1cc(N)n(S(=O)(=O)c2ccc(C)cc2)n1	0.9	6	0.9	3	0.0	2	1.9	0.9	9	12	0.2
CCN(CC)S(=O)(=O)c1cc(C(=O)Nc2ccccn2)ccc1C	1	-5	1	5	0.5	1	-0.9	0.9	-13	1	-0.1
Cc1cccc(NC2SC(=O)N(CC(=O)O)C2=O)c1 (stereo unspecified)	1.1	/	0.9	0	0.4	0	-0.9	1.1	6	11	-0.3
Cc1ccc2cccc(N)c2n1	0.4	-18	0.8	-5	-0.4	-3	3.2	1	11	16	0.0
CCCN1CCC(NC(=O)CCc2nnc(Cc3cc(OC)ccc3OC)o2)CC1	1	-5	0.9	3	-0.1	-7	-1.3	0.9	14	14	0.0
CCOC(=O)c1sc(NC(=O)/C=C/c2ccc(F)cc2)nc1C	1	-1	1	8	-0.7	-5	3.4	1	6	1	-0.1
N#Cc1ccccc1Sc1ccccc1C(=O)Nc1ccccc1	0.9	/	0.9	2	0.8	0	-0.1	0.9	5	9	-0.3
COc1ccc(C(=O)OCC(=O)c2ccccc2)cc1S(=O)(=O)N1CCOCC1	0.9	/	0.9	6	0.0	0	1.5	0.9	-2	14	-0.2
O=C(N/N=C/c1ccco1)c1cc([N+](=O)[O-])cc([N+](=O)[O-])c1	1	-11	0.9	4	0.3	97*	0.0	1.1	-4	8	-0.4
O=C(CNC(=O)c1cccs1)NCC(=O)OCc1ccc(F)cc1	/	-15	/	24	-3.4	-4	0.1	/	-11	/	-0.2
COc1ccc(-c2cc(=O)c3ccccc3n2C)cc1	1	/	0.9	6	-3.6	-9	-0.1	1	-8	11	0.0
CCN(C(=O)COC(=O)c1cnc(C)cn1)C1CCCCC1	1.1	-12	1	9	-4.6	-8	-0.8	1.1	3	-2	-0.4
CN(C)CC(C)(C)CNC(=O)c1cc(=O)c2ccccc2o1	1	/	1	5	0.2	-3	0.3	0.9	-8	5	0.3
CC1=C(C(=O)OCC(C)C)C(c2ccsc2)C2=C(CCCC2=O)N1 (stereo unspecified)	1	2	0.9	3	-0.3	6	1.6	0.9	-9	10	-0.2
COC(=O)[C@H](CCSC)NC(=O)Nc1ccc(C)cc1	0.9	-34	0.8	3	2.3	-9	2.3	1	-4	18	-0.3
C=CCNC(=O)Nc1ccc(F)cc1F	0.9	-8	0.9	4	-3.0	1	3.8	0.9	-10	6	-0.1
CC1CCCC(NC(=O)c2n[nH]c(=O)c3ccccc23)C1C (stereo unspecified)	1	10	0.9	4	2.2	-6	3.1	1	5	8	-0.4
Cc1ccc(-c2cc3ccccc3nc2N2CCCC2)cc1	0.9	/	0.8	-20	2.3	6	-0.5	0.9	10	22	-0.2
COc1ccc(-c2cc(C(=O)Oc3ccc([N+](=O)[O-])cc3)c3ccccc3n2)cc1	0.9	/	0.9	-40	1.8	-4	2.7	0.9	-2	15	0.0

No enrichment for hits. About 12% of those tested had a hit in this group.
